TTR transcr act: TTR transcription activators in neuroblastoma reporter cells, primary screen, cell-based, luminescence, SH-SY5Y, TTR promoter Gaussia luciferase; 100% = recombinant luciferase protein wells; 1.3% of 92,000 active; activation, % at 16.7 µM;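 active = activation above the mean of all tested compounds plus 3 SD, cut at about 9.5% in these data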;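 note: cells exposed to compounds for one day before reading; 0% = median of all test compound wells on the plate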
* = called active by the depositor. A portion of the library. The share of hits here may be higher or lower than overall.

| Molecule | TTR transcr act |
| --- | --- |
| Cc1cc(=O)oc2cc(OCC(=O)N3CC(C)OC(C)C3)ccc12 (stereo not drawn) | -1.8 |
| O=C(O)/C=C1\CCCc2ccccc2C1O (stereo not drawn) | -1.4 |
| CN(C)CCNc1ncnc2sc(-c3ccccc3)cc12 | -1.5 |
| Cn1c(SCC(=O)NCC2COc3ccccc3O2)nnc1C(F)(F)F (stereo not drawn) | -0.5 |
| Cc1ccc(C(=O)Nc2ccc(NC(=O)c3cccs3)cc2)c(C)c1 | -3.9 |
| CCCCC1CCC(C(=O)Nc2ccccc2)CC1 (stereo not drawn) | -1.3 |
| Nc1nc(-c2cccnc2)nc(N2CCCCC2)n1 | 4.3 |
| Cc1cc(C(=O)N/N=C/c2ccc(-c3ccc(C)c(Cl)c3)o2)n[nH]1 | 6.7 |
| CCn1cc(C(=O)NCCCN2CCC(C)CC2)c2cc(OC)c(OC)cc2c1=O | 0.9 |
| N/C(=N\OC(=O)COc1ccccc1)c1ccc(Cl)cc1 | 1.5 |
| CCN1C(=O)[C@H]2[C@H]3CN=C(SCc4ccc(Cl)cc4)N3[C@@](CC)(C(=O)OC)[C@H]2C1=O | -1.4 |
| N#Cc1ccccc1OCC(=O)N1N=C(c2cccs2)CC1c1ccco1 (stereo not drawn) | -0.4 |
| COc1ccc(C(=O)N/C(=C\c2cn(S(=O)(=O)N(C)C)c3ccccc23)C(=O)N2CCOCC2)cc1 | -2.2 |
| CCOC(=O)c1cc2oc(C(c3nnnn3C3CCCCC3)N3CCOCC3)cc2[nH]1 (stereo not drawn) | -1.9 |
| CC(C)N1CCCCC(NC(=O)c2ccc3ccccc3c2)C1=O (stereo not drawn) | 0.8 |
| O=C(NCc1ccco1)C1(S(=O)(=O)c2ccc(Cl)cc2)CC1 | 2.1 |
| COc1ccccc1-n1cnnc1SCC(=O)c1c[nH]c2ccccc12 | -0.6 |
| COc1cc(NS(=O)(=O)c2ccc(NC(=S)NC(=O)c3sc4ccccc4c3Cl)cc2)ncn1 | 0.1 |
| CCC(C)(C)n1nnnc1C(c1cc2ccc(OC)cc2[nH]c1=O)N1CCc2ccccc2C1 (stereo not drawn) | 0.2 |
| Cc1c[nH]c2cccc(OCC(O)CNC(C)(C)C)c12 (stereo not drawn) | 0.1 |
| CCOC(=O)CCSc1nc(C)c2ccccc2n1 | -0.3 |
| CCc1ccc([C@H]2[C@@H]3C(=O)C[C@@H]4C(=O)N(C)C(=O)[C@@H]4[C@@H]3CN2S(=O)(=O)c2ccc(C)cc2)cc1 | 0.6 |
| CCOCCCNC(=O)C(NC(=O)c1ccc(NC(C)=O)cc1)c1ccc(OC)cc1 (stereo not drawn) | 4.1 |
| CCOP(=O)(OCC)c1ccc2ccc3ccccc3c(=O)c2c1 | -2.2 |

4 entries from above, sorted by SMILES length, largest number first.
| Molecule | TTR transcr act |
| --- | --- |
| N#Cc1ccccc1OCC(=O)N1N=C(c2cccs2)CC1c1ccco1 (stereo not drawn) | -0.4 |
| N/C(=N\OC(=O)COc1ccccc1)c1ccc(Cl)cc1 | 1.5 |
| Nc1nc(-c2cccnc2)nc(N2CCCCC2)n1 | 4.3 |
| O=C(O)/C=C1\CCCc2ccccc2C1O (stereo not drawn) | -1.4 |

Remaining list, next part:
| Molecule | TTR transcr act |
| --- | --- |
| O=C(NCCN1CCCC1)c1ccc(Cl)cc1Cl | 0.1 |
| CCC(C)c1ccc(NC(=O)C2CCCN(c3ncccn3)C2)cc1 (stereo not drawn) | -1.7 |
| O=c1[nH]c(N2CCCCC2)nc2ncn(Cc3ccccc3)c12 | 0.3 |
| CCCc1[nH]n(-c2ccc([N+](=O)[O-])cc2)c(=O)c1C=NCCc1ccc(OC)c(OC)c1 | -0.9 |
| Cc1cc(S(=O)(=O)NCCCn2ccnc2)c(C)cc1Cl | 0.5 |
| CCCOC(=O)c1c(NC(=O)/C=C/c2cnn(C)c2C)sc(C(=O)OCC)c1C | -1.9 |
| Cc1cc(NC(=O)c2cccc(F)c2)ncc1NC(=O)c1ccco1 | -0.9 |
| O=C(CNCc1ccc(Cl)cc1)NCc1ccco1 | -0.2 |
| Cc1onc(-c2ccccc2Cl)c1C(=O)OCc1cnc(Cl)s1 | -1.8 |
| Clc1ccc([C@H]2OC[C@@]3(CNCc4ccccc4)CS[C@H](c4ccc(Cl)cc4)N23)cc1 | -0.3 |
| COc1ccc(N2CCN(S(=O)(=O)CCNC(=O)c3ccc(Br)o3)CC2)cc1 | 0.8 |
| Nc1ccc(-c2cn3cccnc3n2)cc1 | 1.6 |
| Cc1ccc(C)c(N(CC(=O)NC2CCCCC2)C(=O)c2snc(C(N)=O)c2N)c1 | -2.4 |
| Oc1c(C2=NCCNC(C(F)(F)F)=C2)ccc2ccccc12 | 0.5 |
| Cn1nc([N+](=O)[O-])c(C(C#N)c2ccccn2)c(Cl)c1=O (stereo not drawn) | 0.0 |
| O=C(O)C1CCc2sc3[nH]c(=S)n(-c4ccccc4)c(=O)c3c21 (stereo not drawn) | -0.7 |
| CC(C)C(=O)N1CCC1(C)C(=O)Nc1ccc(-n2cccc2)cc1 (stereo not drawn) | -0.8 |
| CC(C)C(CO)NC(=O)CC(=O)NC(CO)C(C)C (stereo not drawn) | 4.0 |
| CC1(c2nnnn2-c2ccc3c(c2)OCCO3)CCC(=O)N1CC(F)(F)F (stereo not drawn) | 0.5 |
| O=[N+]([O-])c1cccc(-c2ccc(/C=N/Nc3nc(N4CCCCC4)nc(N4CCCCC4)n3)o2)c1 | -1.0 |
| O=C1[C@H]2[C@@H](/C=C/c3ccccc3)N3C(=O)CN(CC4CC4)C(=O)[C@@]3(Cc3ccccc3)[C@H]2C(=O)N1c1ccccc1 | -1.1 |
| COc1ccc(-c2coc3cc(OC)cc(OC)c3c2=O)cc1 | -1.4 |
| Cc1ccc(/C=N/N2CCN(C3c4ccccc4-c4ccccc43)CC2)s1 | 0.8 |
| O=S1(=O)CCOCCCN1Cc1cccc(F)c1 | -2.7 |
| O=C(N/N=C/c1cc(Br)cs1)c1c[nH]c2ccccc12 | -2.3 |
| CCOC(=O)c1c(-c2ccc(-c3ccccc3)cc2)csc1NC(=O)CCN1CCOCC1 | -2.2 |
| CC(=O)c1c(C)[nH]c(C(=O)OC(C)C(=O)Nc2cc(S(=O)(=O)N3CCCCC3)ccc2Cl)c1C (stereo not drawn) | -4.3 |
| CCOc1ccc(C/C(N)=N/n2cnnc2)cc1 | 3.0 |
| COC(=O)c1ccc(S(=O)(=O)NCc2ccco2)o1 | -0.8 |
| O=[N+]([O-])c1ccc(NN=Cc2cccc3ccccc23)cc1 | -4.8 |
| COc1ccc(C(=O)n2c(SC)nc3cc4c(cc32)OCCO4)cc1 | -1.0 |
| CCCc1nc2sc3c(c2c(=O)n1NC(=O)CCC(=O)OC)CCCC3 | -0.2 |
| CC1=CC(C)(C)N(C(=O)CN2C(=O)CCC2=O)c2ccccc21 | -1.7 |
| COc1ccc(CNC(=O)CN2C(=O)NC3(CCCCCC3)C2=O)cc1 | 0.1 |
| CCc1ccc(N(C(=O)c2csnn2)C(C(=O)NC2CCCC2)c2cccnc2)cc1 (stereo not drawn) | -1.5 |
| CCC(c1nnc(SCC(=O)Nc2cc(C)on2)o1)N(C)C (stereo not drawn) | 1.4 |
| Cc1ccc(CNS(=O)(=O)c2ccc(-n3cnnn3)c(C)c2)cc1 | -2.0 |
| C=CCN1C(=O)[C@H](CC(=O)NCc2cccc(C(F)(F)F)c2)[C@@]2(C(=O)OCC)CCCC=C12 | -0.4 |
| COc1ccc(C(=O)NC(C)c2nnc(SCC(=O)Nc3nc(C)cs3)n2C)cc1 (stereo not drawn) | -2.2 |
| COc1ccc(C(=O)c2cc3c(cc2[N+](=O)[O-])OCCO3)cc1 | -0.1 |
| COC(=O)Cc1ccc(NC(=S)NC(C)(C)C)cc1 | 5.3 |
| O=C(O)c1cccc2sc3cc(Cl)ccc3c(=O)c12 | -2.3 |
| CC(NC(=O)C1CCCCC1)c1ccc2c(c1)OCCO2 (stereo not drawn) | -3.5 |
| O=C(NCCc1ccccc1)OCc1cn(-c2ccc(F)cc2)nn1 | 2.8 |
| CC1CC(C)(C)CC2(C1)NC(=O)N(CC(=O)N(C)Cc1nc3ccccc3c(=O)[nH]1)C2=O (stereo not drawn) | 1.0 |
| CCOc1ccccc1NC(=O)COC(=O)c1cccc(-c2ccc(OC(C)=O)cc2)c1 | -2.1 |
| CCOc1ccccc1-c1nc(SCC(=O)O)n[nH]1 | 0.0 |
| COc1cccc(NC(=O)CC2C(=O)NCCN2C(=S)Nc2ccc(F)cc2)c1 (stereo not drawn) | 4.9 |
| CC(=O)c1cccc(NC(=O)C2CC(=O)N(c3cccc(C)c3C)C2)c1 (stereo not drawn) | -2.4 |
| COc1ccccc1NC(=O)c1cnc2c(-c3ccccc3)c(C)nn2c1C | 0.5 |
| O=C(C1=C(O)C(=O)N(CCN2CCOCC2)C1c1ccc(Br)cc1)c1cc2ccccc2o1 (stereo not drawn) | -2.2 |
| C[C@@H](NC(=O)c1ncn2c1c(=O)[nH]c1cccnc12)c1ccccc1 | 2.2 |
| CCCNC(=O)Nc1cc(S(=O)(=O)CC)ccc1O | 0.2 |
| c1ccc(C[C@H]2CNCCN2CCCCC2CCCCC2)cc1 | -0.6 |
| CCCCC(=O)NC(=S)Nc1c(C)cc(Br)cc1C | -2.1 |
| COc1ccccc1OCCSc1nnc(CNC(=O)c2ccco2)n1C | 2.8 |
| Cc1cc2c(c(=O)o1)C(CC(C)C)C(C#N)=C(N)O2 (stereo not drawn) | 0.1 |
| CCOC(=O)C1CCN(c2c(N3CCCC(C(=O)OCC)C3)c(=O)c2=O)CC1 (stereo not drawn) | -0.1 |
| COc1cc(/C=N/OCC(=O)NC2CCCCC2C)ccc1OCc1ccc(Cl)cc1 (stereo not drawn) | -1.8 |
| CS(=O)(=O)N(CC(=O)Nc1ccc2c(c1)OCCO2)Cc1ccccc1 | 2.1 |

Looked up above.
C[C@@H](NC(=O)c1ncn2c1c(=O)[nH]c1cccnc12)c1ccccc1 @ TTR transcr act = 2.2
CCCCC(=O)NC(=S)Nc1c(C)cc(Br)cc1C @ TTR transcr act = -2.1

Further structures
| Molecule | TTR transcr act |
| --- | --- |
| Cc1cc(C)c(S(C)(=O)=O)c(N(C)NC(=O)c2c(F)cccc2F)n1 | 3.5 |
| CC1(C)CC2CC(C)(CN2C(=O)c2ccc([N+](=O)[O-])cc2[N+](=O)[O-])C1 (stereo not drawn) | 2.0 |
| CC(=O)NC(CC(=O)Nc1nc(-c2ccc(N(C)S(C)(=O)=O)cc2)cs1)c1ccccc1 (stereo not drawn) | -3.7 |
| CCCCN(Cc1cc2ccccc2[nH]c1=O)C(=O)c1ccccn1 | 6.4 |
| O=[N+]([O-])c1ccc(NN=Cc2cccc([N+](=O)[O-])c2)cc1 | -2.2 |
| O=C(OCCCc1cc2ccccc2c(=O)o1)c1ccc2c(c1)OCO2 | -2.6 |
| CCOC(=O)c1nnn(-c2ccc(OC)cc2)c1N | -0.6 |
| COc1cccc(C(=O)NNC(=O)c2cccc3ccccc23)c1 | 0.6 |
| CN(C)c1ccc(/C=N/NC(=O)c2ccc(Cn3cc(Br)cn3)o2)cc1 | 1.8 |
| Cc1ccc(S(=O)(=O)NCc2nc(-c3ccccc3)no2)cc1 | -0.7 |
| Cc1cccc(C(=O)N2CCC(=O)N(C(COCc3ccccc3)Cc3ccccc3)CC2)c1 (stereo not drawn) | 3.8 |
| CC1(C)CC(=O)C=C(NC2=CC3OC(c4ccccc4)OCC3OC2=O)C1 (stereo not drawn) | -1.9 |
| CCc1ccc(N(CC(=O)NCc2ccco2)C(=O)CCC(=O)Nc2ccccn2)cc1 | 1.7 |
| Cc1cccn2c(=O)nc(SCC(=O)N3CCOCC3)nc12 | -0.1 |
| CC(C)(C)n1nnnc1C(c1cc2ccccc2o1)N1CCCC1 (stereo not drawn) | -0.7 |
| CCCc1nc2ccc(C)cn2c1Cc1ccccc1OC | -0.1 |
| CC1=NN(c2ccccc2)C(=O)C1=Cc1ccccc1 | -0.2 |
| COc1cc(S(=O)(=O)n2nc(C)cc2C)ccc1Cl | 0.0 |
| Cn1c(=O)c(C(=O)c2ccc(S(C)(=O)=O)c(Cl)c2Cl)c(O)c2ccccc21 | -0.5 |
| CC(=O)Cn1cnc2sc(-c3ccccc3)cc2c1=O | 0.9 |
| O=C1CC(c2nc3ccccc3[nH]2)CN1c1cccc(C(F)(F)F)c1 (stereo not drawn) | 0.5 |
| Cc1nc2ccccc2n1CC(=O)NN | 1.2 |
| CCCN(C(=O)c1ccco1)c1nnc(-c2ccccc2C)s1 | -0.4 |
| COc1ccc(/C=C2\CCc3ccccc3C2=O)cc1CN1CCOCC1 | -0.2 |

Arranged by value in TTR transcr act (descending): some entries from above
| Molecule | TTR transcr act |
| --- | --- |
| CC(=O)Cn1cnc2sc(-c3ccccc3)cc2c1=O | 0.9 |
| O=C1CC(c2nc3ccccc3[nH]2)CN1c1cccc(C(F)(F)F)c1 (stereo not drawn) | 0.5 |
| COc1cc(S(=O)(=O)n2nc(C)cc2C)ccc1Cl | 0.0 |
| Cc1cccn2c(=O)nc(SCC(=O)N3CCOCC3)nc12 | -0.1 |
| Cn1c(=O)c(C(=O)c2ccc(S(C)(=O)=O)c(Cl)c2Cl)c(O)c2ccccc21 | -0.5 |

(list continues)
| Molecule | TTR transcr act |
| --- | --- |
| O=C(c1cccc(S(=O)(=O)Nc2ccccc2Cl)c1)N1CCN(c2ccccc2O)CC1 | 1.3 |
| O=C(NCC1CCCO1)C1CCN(S(=O)(=O)c2ccccc2)CC1 (stereo not drawn) | -0.4 |
| Cc1ccc(NC(=O)C(c2ccccc2)N2CCN(CC(=O)N3CCOCC3)CC2)cc1 (stereo not drawn) | 1.1 |
| CCOc1ccc(S(=O)(=O)c2ccc(C)cc2)c2c1no[n+]2[O-] | -1.8 |
| O=C(CSc1nnc(-c2cccnc2)n1Cc1ccco1)N1CCc2ccccc21 | 1.3 |
| C=C1N(c2cccc(Cl)c2)C(=O)OC1(C)C | -2.2 |
| Cc1cc(N2CCC(N(C)C3CCCC3)CC2)nc2cc(O)ccc12 | 1.4 |
| COC(c1ccccc1)c1nnc(CCC(=O)NCc2cccc(-n3cccn3)c2)o1 (stereo not drawn) | 0.6 |
| CCN(CC)C(=O)C1CCCN(c2ncnc3c2cnn3-c2ccc(Cl)cc2)C1 (stereo not drawn) | -1.0 |
| O=C(CCC(=O)N1CCCCCC1)NCc1ccc(F)cc1 | 0.1 |
| COc1ccccc1-c1cn(CC[C@@H]2CC[C@H](NC(=O)C3CCC3)[C@@H](CO)O2)nn1 | 0.0 |

Source: PubChem BioAssay
